# DAX1 inh-1 – blocks DAX1 repression of SF-1 activated StAR promoter | AID 652010 | HEK293T StAR-luciferase reporter, SF-1/DAX-1 repression relief | inhibition, % at 6.8 µM | hit rate 1.1% among 370,000;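 active = inhibition above the mean over all tested compounds plus 3 SD, cut at about 3.6% in these data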;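 note: 0% = DAX-1 cells with DMSO and 100% = cells lacking DAX-1 with DMSO; higher inhibition means more luminescence from relief of DAX-1 repression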
# FXN GAA850 act – increases GAA850 frataxin promoter reporter activity. hit rate 0.56% among 360,000. AID 540364. HEK293 lucGAA850 FXN promoter luciferase reporter, 24 h; percent of 10 µM SAHA response. activation, % at 6 µM;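 active = activation above the average of all compounds screened plus 3 SD, cutoff fixed separately per campaign, cut at about 7.5% in these data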;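 note: 0% = DMSO wells and 100% = 10 µM SAHA wells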
# ssDAF12 agonist – S. stercoralis DAF-12 activation, primary screen; HEK293 ssDAF-12/GRIP1 lit1-tk-luc reporter, luminescence; % of 3 µM dafachronic acid response; activation, % at 6.8 µM; hit rate 1% among 370,000;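 active = activation above the mean over all tested compounds plus 3 SD, cut at about 0.9% in these data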;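 note: 0% = DMSO-only wells and 100% = 3 µM delta7-dafachronic acid wells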
# hgDAF12 agonist – agonists of H. glycines DAF-12 nuclear receptor; AID 687014; activation, % at 6.8 µM; HEK293 GAL4-hgDAF12 UAS-luciferase reporter, agonist luminescence; normalized to butyrate control; hit rate 1.8% among 370,000;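 active = activation above a cutoff set at the mean of all screened compounds plus 3 SD, cut at about 10% in these data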;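 note: 0% = DMSO wells and 100% = sodium butyrate wells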
# hcDAF-12 act – activators of H. contortus DAF-12 nuclear receptor; HEK293 hcDAF-12 lit1-tk-luc reporter, luminescence; 0% DMSO, 100% Δ7-dafachronic acid; activation, % at 6.8 µM; hit rate 1.4% among 370,000;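 active = activation above the mean of all tested compounds plus 3 SD, cut at about 5.5% in these data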;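 note: 100% = response to 3 µM Δ7-dafachronic acid high control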
# DAX1 inh-2 – inhibitors of human orphan nuclear receptor DAX1 (NR0B1) | hit rate 0.99% among 340,000 | AID 504766 | P51843 | HEK293 Gal4-DAX1 luciferase reporter, luminescence | inhibition, % at 6.75 µM;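 active = inhibition above the mean over all tested compounds plus 3 SD, cut at about 4.2% in these data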;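 note: 0% = DAX1-transfected cells with DMSO and 100% = empty-vector control cells with DMSO; inhibition shows as a rise in luminescence from relieved DAX1 repression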
# sPLA2-III inh – Inhibits HGIII-sPLA2 liposome hydrolysis, primary screen; AID 743126; QFRET BODIPY PC-A2 liposome hydrolysis, fluorescence; hit rate 0.56% among 370,000; inhibition, % at 12.2 µM;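 active = inhibition above mean plus 3 SD of compounds lying within the high and low control bounds, cut at about 19% in these data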;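 note: 0% = median of test compound wells and 100% = no enzyme DMSO wells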
# ADAM10 inh – inhibitors of human ADAM10. O14672. recombinant ADAM10, EDANS/DABCYL FRET peptide cleavage, 3 h. inhibition, % at 7 µM. hit rate 0.62% among 370,000. AID 720582;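 active = inhibition above a per-campaign cutoff equal to the mean of compounds falling between control-based bounds plus 3 SD, cut at about 20% in these data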;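 note: 0% = DMSO wells while the 100% control is not disclosed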
# GC-A act – GC-A (human) enzyme activation; HEK293 GC-A cells, cGMP TR-FRET, EC30 ANP; 0% at EC30 ANP, 100% saturating ANP; P16066; hit rate 0.14% among 370,000; activation, % at 10 µM; in the data active = activation above about 40%
# SMARCA2 act – increases SMARCA2 function in MMTV reporter cells; MG213 cells, MMTV-luciferase reporter, dexamethasone, overnight; hit rate 1% among 370,000; AID 652017; activation, % at 9.1 µM; in the data active = activation above about 7.8%;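 note: 0% = vehicle wells and 100% = reference activator wells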
# NPR2 activator – GC-B (human) receptor activation. P20594. activation, % at 10 µM. hit rate 0.11% among 370,000. HEK293-GC-B cells, CNP EC30, cGMP TR-FRET; 0% at EC30 CNP, 100% saturating CNP;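 active = activation at 10 µM reaching about 35% in either raw or pattern-adjusted values, limit read from the data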
# Target sequence (P20594 whole entry, looked up): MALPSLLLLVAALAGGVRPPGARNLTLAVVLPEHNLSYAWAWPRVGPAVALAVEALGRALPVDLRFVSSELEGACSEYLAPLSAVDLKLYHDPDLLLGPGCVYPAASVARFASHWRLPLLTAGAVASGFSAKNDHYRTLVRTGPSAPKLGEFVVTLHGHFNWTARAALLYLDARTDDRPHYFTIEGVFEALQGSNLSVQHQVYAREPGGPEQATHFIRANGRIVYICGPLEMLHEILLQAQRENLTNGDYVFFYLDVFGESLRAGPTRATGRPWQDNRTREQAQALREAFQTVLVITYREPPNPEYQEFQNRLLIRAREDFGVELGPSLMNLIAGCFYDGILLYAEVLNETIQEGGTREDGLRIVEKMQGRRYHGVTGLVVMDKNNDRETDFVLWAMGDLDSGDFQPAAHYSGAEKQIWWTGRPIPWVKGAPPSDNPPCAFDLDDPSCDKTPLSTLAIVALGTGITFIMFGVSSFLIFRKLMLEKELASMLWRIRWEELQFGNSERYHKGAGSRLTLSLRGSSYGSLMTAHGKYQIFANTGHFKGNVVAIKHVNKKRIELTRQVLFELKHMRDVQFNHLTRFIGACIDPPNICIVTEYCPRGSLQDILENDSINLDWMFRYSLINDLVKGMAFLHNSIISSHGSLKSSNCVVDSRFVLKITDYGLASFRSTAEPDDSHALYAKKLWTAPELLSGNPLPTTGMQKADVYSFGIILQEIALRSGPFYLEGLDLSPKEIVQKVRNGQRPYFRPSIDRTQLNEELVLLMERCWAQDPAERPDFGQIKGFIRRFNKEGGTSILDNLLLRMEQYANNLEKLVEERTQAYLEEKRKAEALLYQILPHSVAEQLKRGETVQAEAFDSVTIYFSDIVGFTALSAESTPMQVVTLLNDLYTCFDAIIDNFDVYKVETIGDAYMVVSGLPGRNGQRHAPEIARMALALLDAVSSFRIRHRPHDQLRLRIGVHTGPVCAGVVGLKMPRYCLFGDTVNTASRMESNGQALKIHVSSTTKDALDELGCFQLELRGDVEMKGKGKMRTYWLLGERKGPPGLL
# * = called active by the depositor; . = no result given.
SMILES,DAX1 inh-1,FXN GAA850 act,ssDAF12 agonist,hgDAF12 agonist,hcDAF-12 act,DAX1 inh-2,sPLA2-III inh,ADAM10 inh,GC-A act,SMARCA2 act,NPR2 activator
COC(=O)C1C(=O)C2=C(CC1C)NC(=O)CC2c1ccc(O)c(OC)c1 (configuration not stated),0.1,1.1,-1.4,0.8,0.2,-0.5,0,-1,0,0,3
O=C(COC(=O)c1ccc([N+](=O)[O-])s1)NC(c1ccccc1)c1ccccc1,1.0,1.7,-1.4,-2.6,1.0,-1.6,14,-5,-2,-1,-3
O=C(Nc1ccc(Nc2ccccc2)cc1)C1CC1,0.2,-0.2,-1.3,-2.0,-1.2,-0.8,5,6,1,2,10
O=C(O)c1cccc(S(=O)(=O)Nc2cccc(S(=O)(=O)Nc3ccc(Br)cc3)c2)c1,0.5,-0.6,-0.5,-0.9,-1.9,0.5,-28,3,2,3,2
CN(Cc1c(C(=O)N/N=C/c2cccc(F)c2)nnn1-c1nonc1N)C1CCCCC1,0.0,-1.9,-0.8,-0.1,-0.6,-0.5,0,3,-1,0,-2
CCCN(CCC)Cc1c(C(=O)N/N=C/c2ccc(C)o2)nnn1-c1nonc1N,0.7,-1.8,-1.2,1.6,-0.4,-0.2,-7,-1,5,-1,3
C=CCSc1nnc(NC(=O)Cn2cnc3c2c(=O)n(C)c(=O)n3C)s1,0.0,0.0,-1.1,-1.1,-0.1,-0.8,5,-4,-2,-4,3
Cc1ccc(C(=O)NCCNc2nc3cc(C)c(C)cc3cc2C)cc1,-0.3,2.8,-1.2,3.4,-0.4,0.0,-10,-33,2,-5,-6
CCCC(=O)Nc1c(C)nn(C(=O)CCC)c1C,-0.3,-0.5,-0.8,1.0,1.4,0.7,-6,-20,1,0,-1
CN(C)CCNC(=S)NC1CCCCC1,-0.1,0.7,-1.7,5.2,-0.9,1.5,6,-4,4,2,3
Cc1nc(OCc2c(C)noc2C)c2ccccc2n1,-0.1,1.7,-1.3,-0.3,-0.7,0.0,1,3,0,-1,2
CC(=O)c1cccc(NC(=O)Nc2ccccc2)c1,-0.1,3.2,-1.3,8.1,-0.6,-0.7,-9,2,1,1,-3
COC(=O)[C@]12C=CCN1[C@H](c1ccc(OC)c(OC)c1)c1c(c3ccccc3n1S(=O)(=O)c1ccc(C)cc1)C2,0.7,.,3.8*,2.3,1.1,.,-1,-24,0,-2,-5
CC1=C([N+](=O)[O-])C(c2ccc(O)c(O)c2)NC(=O)N1 (configuration not stated),-0.2,-0.5,-0.5,2.5,0.4,-1.4,-4,-3,-2,1,2
CCOC(=O)CC(=O)CSc1n[nH]c(=O)[nH]c1=O,0.2,0.5,-1.0,-1.5,-0.4,2.6,5,-9,-3,-3,-5
Cc1ccc(S(=O)(=O)Nc2ccc(Cl)cc2C(=O)c2ccccc2)cc1,-0.1,1.6,-1.3,-4.5,-2.8,-1.1,-44,8,0,-2,-2
O=C1OC(Cc2ccccn2)C(O)=C1C1=NCCCN1 (configuration not stated),1.2,-0.2,-0.1,2.9,0.2,-0.8,15,-4,3,-2,8
O=C(CCN1CCOCC1)NCC1COc2ccccc2O1 (configuration not stated),0.8,-0.7,-1.2,-0.9,-0.9,0.1,6,-1,4,-4,6
O=C(/C(Cl)=C/Nc1ccc(Br)cn1)C(F)(F)F,1.1,-1.2,-1.3,6.2,0.1,-0.4,5,-3,4,2,-2
CCOC(=O)CSc1cc(C)nc(NC(C)=O)n1,0.6,-0.2,-1.1,2.5,-0.2,1.7,-7,9,1,-4,5
Cc1ccc2c(C)c(C(=O)Nc3ccc(S(=O)(=O)Nc4onc(C)c4C)cc3)oc2c1,1.3,-1.0,-0.7,0.2,-1.8,-0.3,-17,0,4,4,3
Cn1c(=O)n(CCCOc2ccc(Br)cc2)c2ccccc21,-0.1,2.0,-1.4,0.3,-2.0,0.7,-12,-1,-5,1,-23
CCc1ccc(C(=O)CN2C(=O)NC3(CCOc4ccccc43)C2=O)s1 (configuration not stated),-1.2,1.1,-1.7,-0.3,-1.6,0.0,-14,6,2,5,3
CCN(CC)S(=O)(=O)c1cc(C(=O)OCC(=O)c2ccc3c(c2)NC(=O)CO3)ccc1Cl,1.1,0.4,-1.8,-2.1,-0.6,0.9,-1,-6,5,-3,1
CC(=O)c1ccc(NC(=O)C[n+]2ccccc2)cc1,-0.8,-0.1,-0.8,0.6,-1.9,1.1,-2,-4,6,-1,5
COC(=O)[C@]12C[C@H](CC(=O)NCCC(C)C)C(=O)N(CCc3ccc(OC)c(OC)c3)C1=C[C@H](C1CCCC1)O[C@@H]2C,-1.4,.,-1.6,-0.6,-1.1,.,-11,6,-2,-2,0
CN(C1CCCCC1)S(=O)(=O)Cc1ccccc1,0.0,1.3,-0.1,1.9,-0.8,-0.5,-1,-7,6,-1,-2
O=C(Nc1ccc(F)c(Cl)c1)C1CC(=O)N(Cc2ccccc2)C1 (configuration not stated),-2.5,-2.2,-1.1,-3.5,-2.7,-0.2,-15,-3,-1,-1,-2
O=C(N1CCN(c2ccccc2)CC1)C12CC3CC(CC(C3)C1)C2,-0.4,0.8,-1.3,-0.1,0.3,-0.3,6,8,4,2,-1
C/C(=N\NC(=O)c1cc(C)nc2ccc(C)cc12)c1ccncc1,-3.5,-4.0,0.1,-1.2,-0.3,-0.5,6,-10,1,-5,2
COC(=O)c1nn(-c2ccccc2)c(=O)cc1O,0.3,4.6,-0.8,-0.2,-0.5,-0.9,2,-6,3,-1,2
COc1cccc(C2/C(=C(/O)c3cnn(-c4ccccc4)c3C)C(=O)C(=O)N2CCN(C)C)c1 (configuration not stated),0.8,-2.5,-0.9,1.1,0.0,0.6,9,3,-4,2,-4
COc1ccc(CNC(=O)[C@H](C)NC(=O)C2CCN(S(=O)(=O)c3ccc(C)cc3)CC2)cc1,-0.7,-2.1,-0.7,-1.9,-0.5,0.7,-3,1,0,-3,-12
O=C(Cc1cccs1)Nc1cccnc1,0.5,2.6,-0.8,0.2,0.2,0.2,2,-3,1,-2,-5
Cc1oc2ccc(NS(=O)(=O)c3ccc(F)cc3)cc2c1C(=O)O,-0.2,-0.9,-0.4,-1.3,-1.4,0.4,-13,-5,1,-3,2
CCOC(=O)C1(CCCc2ccccc2)CCN(C(=O)[C@@H]2C[C@@H](C)NC(=S)N2)CC1,0.2,-0.3,-1.5,5.0,1.2,-0.2,9,3,0,0,3
CC(=O)Nc1cccc(NC(=O)CSc2nc(=O)n(Cc3ccccn3)c3c2CCC3)c1,-0.5,-0.8,-0.6,-1.0,-3.0,-0.2,5,0,3,-1,10
COC(=O)Cn1c(=NC(=O)c2ccc(S(=O)(=O)N3CCc4ccccc4C3)cc2)sc2cc(OC)ccc21,-0.4,0.8,-0.9,2.0,-1.9,0.1,3,-30,7,0,10
Cc1ccccc1NC(=S)NCCC(c1ccccc1)c1ccccc1,0.1,0.7,-1.2,0.4,-1.4,1.5,-4,37*,-9,-3,1
Cc1ccc(Cn2c(SCC(=O)N/N=C/c3ccc(C)o3)nc3ccccc32)cc1,-0.4,-2.1,-0.7,3.4,-0.5,-1.2,-5,13,12,-4,0
O=c1c2cc(Br)ccc2[nH]c(=S)n1Cc1cccnc1,0.4,-1.2,-0.9,2.5,-0.1,1.8,7,3,6,0,-1
O=C(Nc1ccn(CCCNC2CCN(Cc3ccccc3)CC2)c(=O)n1)OCc1ccccc1,-1.4,1.3,-0.8,2.4,-1.3,0.9,14,-8,-1,-4,3
CC(C)NS(=O)(=O)c1ccc(CCC(=O)N2CCOCC2)cc1,-0.1,1.6,-1.0,-3.7,0.1,-0.6,1,-1,-3,-4,2
O=C(CSc1nnnn1-c1ccc2c(c1)OCCO2)N1CCc2ccccc21,-0.1,-0.5,-1.7,0.1,0.3,2.0,-3,-6,4,-1,-2
COc1cccc(N2CCN(C(=S)Nc3cccc(C)c3)CC2)c1,-1.0,-0.9,-1.4,-2.3,-0.2,-0.3,7,-6,-1,-2,6
Brc1cnc2nc(SCc3nc4ccccc4[nH]3)[nH]c2c1,-0.5,-0.4,0.0,2.8,3.4,.,-9,-57,-1,-3,-10
Cc1nc(C)c(-c2csc(Nc3ccc(S(N)(=O)=O)cc3)n2)s1,-1.2,1.4,-1.6,-4.2,-3.7,-1.3,4,3,0,-2,2
Cc1cccc(NC(=O)c2cc(-c3cccnc3)nc3c(C)cccc23)n1,-0.9,1.6,-1.3,-1.1,-1.2,-1.3,0,-16,1,2,3
O=C(NN=C(c1ccccc1)c1ccccn1)c1ccccc1,-5.4,1.9,-1.7,-9.8,-2.3,-2.9,-6,9,0,-2,2
COC(=O)c1ccccc1NC(=O)CN1CCC(n2nnc3cc(C(F)(F)F)ccc32)CC1,-0.6,2.3,-0.5,2.4,2.3,-0.3,2,11,1,3,11

# Further records.
SMILES,DAX1 inh-1,FXN GAA850 act,ssDAF12 agonist,hgDAF12 agonist,hcDAF-12 act,DAX1 inh-2,sPLA2-III inh,ADAM10 inh,GC-A act,SMARCA2 act,NPR2 activator
Nc1ccc2c(c1)C(=O)c1ccccc1-2,0.2,0.2,-1.3,0.0,-1.1,6.1*,16,3,-5,-2,-8
COc1cccc(/C=C/C(=O)OC(C)C(=O)Nc2c(C)n(C)n(-c3ccccc3)c2=O)c1 (configuration not stated),-0.6,-1.9,-1.7,-3.9,-3.1,-1.0,9,-191,4,-6,9
S=C1NC[C@H](c2ccccc2)N1CC1CCCCC1,-0.9,-0.2,-1.6,-1.6,-2.6,0.1,-8,2,-9,-1,-14
COc1ccc(C(C(=O)NC2CCCC2)N(Cc2ccccc2)C(=O)CNC(=O)c2ccco2)cc1 (configuration not stated),0.4,-1.6,-1.3,-2.1,-1.4,-0.2,3,-2,0,-1,-1
Cc1cccc(-c2nsc(SCC(=O)Nc3ccc4c(c3)OCO4)n2)c1,1.8,2.6,-0.7,1.4,-0.2,0.4,-11,6,-2,9.7*,-3
COc1ccc(S(=O)(=O)N2CN3CCN(C3)C2)cc1OC,0.1,0.3,-0.5,-0.9,0.0,-0.2,1,2,8,0,3
O=C(OCc1c(Cl)cccc1Cl)c1cccnc1,-1.1,-0.6,-1.1,4.9,-0.2,1.7,-4,4,3,-2,3
Cc1ccc(C)c(OCCC(=O)Nc2cccc(S(=O)(=O)NC3=NCCCCC3)c2)c1,-1.7,-0.8,-1.6,1.8,-1.5,-1.1,-19,2,-7,-4,-2
O=C(NCc1ccccc1)NC(=O)c1ccccc1,-0.4,1.5,-1.2,3.8,-0.6,-0.3,1,7,2,-1,-10
COCCCn1c(=O)/c(=C\c2ccc(OC(F)F)c(OC)c2)s/c1=C(/C#N)C(N)=O,-0.2,1.4,-1.0,1.1,-2.4,-0.4,-9,1,7,4,7
C=CCNC(=S)N1CCN(CCN=CC2=C(O)CC(c3ccco3)CC2=O)CC1 (configuration not stated),-0.3,-2.1,-0.1,0.9,0.6,0.7,3,-3,3,0,1

# Source: PubChem (several laboratories)
